Tau fluor cs – Counterscreen qHTS for Inhibitors of Tau Fibril Formation, Fluorescence Polarization; tau K18 P301L Alexa594 fluorescence, heparin fibrillization; Potency, µM (series often up to 57.7 µM), for inactives: at the top dose activity change, negative = decrease; hit rate 0.93% among 280,000; AID 1463, 2008; note: % is set by controls: 0 for no effect and ±100 for the full control effect; nearly all actives have a fitted effect of over 55% in size
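Human K18 P301L tau (15 uM unlabeled plus 0.24 uM Alexa 594-labeled, final) in 100 mM sodium acetate pH 7 was mixed with compound and 20 uM heparin and incubated 6 hr at 37 C.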
GLA spleen mod – qHTS Assay for Inhibitors and Activators of Human alpha-Galactosidase From Spleen Homogenate; Alpha-galactosidase A (Homo sapiens), P06280; human spleen homogenate, 4MU-alpha-Gal fluorescence, 40 min; Potency, µM (series often up to 80 µM), for the others: at the highest dose activity change, negative = inhibition, actives largely listed as inhibitors; hit rate 0.008% among 240,000; AID 2107, 2009;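 note: 0% = enzyme with vehicle and -100% = no enzyme basal signal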
Target sequence (P06280 32-429 limits assumed): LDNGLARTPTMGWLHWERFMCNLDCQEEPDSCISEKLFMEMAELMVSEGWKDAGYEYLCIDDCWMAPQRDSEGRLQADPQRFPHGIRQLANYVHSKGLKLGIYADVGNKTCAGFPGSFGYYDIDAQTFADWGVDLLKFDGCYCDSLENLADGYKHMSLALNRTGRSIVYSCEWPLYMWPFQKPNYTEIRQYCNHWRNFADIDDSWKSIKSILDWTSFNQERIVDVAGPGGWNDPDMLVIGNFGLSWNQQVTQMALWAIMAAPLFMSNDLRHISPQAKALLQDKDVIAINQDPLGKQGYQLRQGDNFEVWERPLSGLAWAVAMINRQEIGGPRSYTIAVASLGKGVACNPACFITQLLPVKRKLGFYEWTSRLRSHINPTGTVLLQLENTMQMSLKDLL
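Inhibition or activation of alpha-galactosidase in human spleen homogenate is scored by 4-MU fluorescence after 40 min at 37C, pH 5.0, with 1 mM substrate. AC50s come from concentration-response fitted to the Hill equation.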
GAA inhib – qHTS Assay for Inhibitors of Human alpha-Glucosidase as a Potential Chaperone Treatment of Pompe Disease | hit rate 0.005% among 200,000 | Potency, µM (series often up to 76.9 µM), without a hit: top-dose activity change, negative = inhibition, most hits filed as inhibitors | purified human GAA, 4-MU-alpha-glucoside fluorescence | Lysosomal alpha-glucosidase (Homo sapiens), P10253;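 note: plate controls were uninhibited enzyme wells for no effect and no-enzyme background for full effect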
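qHTS format, compound range up to 77 uM. Human lysosomal enzyme at 4 nM, 400 uM 4-MU glucoside substrate, pH 5.0, 20 min room temperature; fluorescence after alkaline stop gives activity normalized to controls.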
GAA glycogen mod – qHTS Assay for Inhibitors and Activators of Human alpha-Glucosidase Cleavage of Glycogen; Lysosomal alpha-glucosidase (Homo sapiens), P10253; recombinant GAA, glycogen substrate, Amplex Red glucose oxidase fluorescence; Potency, µM (highest dose often 76.4 µM), inactives show at the top dose activity change, negative = inhibition, usual class: inhibitors; hit rate 0.38% among 300,000; AID 2100, 2009;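 note: 0% = full enzyme reaction and -100% = no-enzyme basal signal; the screen sought inhibitors and activators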
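Recombinant enzyme (4 nM final) with compounds titrated up to 77 uM and bovine liver glycogen (30 ug) in citrate pH 5.0, 0.01% Tween-20, 37 C 40 min. Released glucose detected by Amplex Red/glucose oxidase (Ex 573/Em 610); AC50 from Hill fits.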
HTT ATP protect – qHTS Multiplex Assay to Identify Dual Action Probes in a Cell Model of Huntington: Cytoprotection (ATP) | Potency, µM (doses to about 56.4 µM), for inactives: cytoprotection (ATP increase), usual class: activators | hit rate 0.14% among 230,000 | PC12 HTT-Q103 induced, cytoprotection, ATP luminescence, 40 h;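 note: % of control where 0% means no effect; nearly all actives have a fitted effect of over 45% in size; toxic huntingtin expression switched on by the ecdysone agonist tebufenozide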
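Compounds added alongside 100 nM tebufenozide, which induces toxic Q103 huntingtin exon 1-GFP in stable PC12 cells; surviving cells quantified by luminescent ATP measurement. Medium: phenol red-free DMEM, 5% equine and 5% calf serum.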
Tau FP inhib – qHTS for Inhibitors of Tau Fibril Formation, Fluorescence Polarization; K18 P301L tau heparin fibrillization, Alexa594 FP, 6 h; Potency, µM (doses to about 57.7 µM), for the others: at the top dose activity, negative = inhibition, actives largely listed as inhibitors; hit rate 0.39% among 280,000; AID 1468, 2008; note: % is set by controls: 0 for no effect and ±100 for the full control effect; nearly all actives have a fitted effect of over 55% in size
Target sequence (P10636 561-689 P618L limits assumed): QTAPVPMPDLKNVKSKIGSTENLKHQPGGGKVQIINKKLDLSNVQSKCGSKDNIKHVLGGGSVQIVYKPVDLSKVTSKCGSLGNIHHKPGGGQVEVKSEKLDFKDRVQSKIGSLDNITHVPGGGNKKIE
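FP of Alexa 594-tau after heparin (20 uM) induction. Substrate: human K18 P301L, 15 uM unlabeled, 0.24 uM labeled. Buffer 100 mM sodium acetate pH 7. 6 hr, 37 C.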
Tau ThT inhib – qHTS for Inhibitors of Tau Fibril Formation, Thioflavin T Binding | hit rate 2.1% among 270,000 | recombinant tau K18 P301L (four-repeat tau fragment), heparin-induced fibrillization, ThT fluorescence | Potency, µM (highest dose often 57.4 µM), without a hit: top-dose activity, negative = inhibition, hits mostly inhibitors | AID 1460, 2008; note: % is set by controls: 0 for no effect and ±100 for the full control effect; nearly all actives have a fitted effect of over 55% in size
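Heparin-induced fibrillization of the P301L-mutant K18 repeat-domain fragment of human tau was followed by ThT binding in quantitative high-throughput format.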
GAA spleen mod – qHTS Assay for Inhibitors and Activators of Human alpha-Glucosidase From Spleen Homogenate; human spleen homogenate, 4-MU-alpha-glucoside fluorescence; Lysosomal alpha-glucosidase (Homo sapiens), P10253; Potency, µM (series often up to 79.9 µM), for the others: top-dose activity change, negative = inhibition, usual class: inhibitors; hit rate 0.006% among 240,000;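 note: 0% = enzyme with vehicle and -100% = no enzyme basal signal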
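AC50 values come from Hill-equation fits of concentration-response data, normalized to no-enzyme and full-activity controls. Enzyme source: 1 ug human spleen homogenate; 1 mM fluorogenic 4-MU glucoside, pH 5.0 citrate buffer, 37 C, 40 min.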
The depositor's hits bear a star; ? = inconclusive; . = not tested or not shown; [ ] = another dose, or the depositor's remark. Calls come from the whole dose curve; as a rule, active = well fitted curve in the direction sought with a large enough effect; inconclusive = small, poorly fitted or top-dose-only effect, or another doubt; inactive = no such curve, though single readings can be large; an effect the other way counts as inactive or inconclusive. Potency is the fitted concentration of half-maximal effect.

Compound | Tau fluor cs | GLA spleen mod | GAA inhib | GAA glycogen mod | HTT ATP protect | Tau FP inhib | Tau ThT inhib | GAA spleen mod
CCCCNC(=O)c1cc(C)nn1-c1ccccc1 | 0.6% | 8.1% | . | 3.7% | -10.2%[10 µM] | -0.9% | . | 2.1%
CCOc1cccc(C(=O)Nc2cccc(C(=O)NCC(C)C)c2)c1 | -9.1% | 0.3% | -4.1% | 12.4% | -0.7%[1.9 µM] | 1.1% | -5.5% | -6.9%
Cc1ccc(OCc2nc(C#N)c(N3CCN(Cc4ccccc4)CC3)o2)cc1 | -9.8% | -2.4% | -11.4% | -11.7% | 6.8%[10 µM] | -4.9% | -18.0% | -8.5%
Cn1c(=O)n(C)c(=O)n(CC(=O)N2CCCCC2)c1=O | 10.8% | -5.9% | -3.2% | -8.1% | 18.8%[0.074 µM] | -4.5% | 11.3% | -3.2%
O=C(COc1ccc2ccccc2c1)Nc1nccs1 | -27.2% | 1.7% | 1.8% | 3.7% | 21.5%[10 µM] | -5.2% | ? | 1.9%
CCOc1ccccc1N1C(=O)c2cccnc2C1=O | -5.1% | -5.4% | -12.6% | -4.5% | -32.7% | 10.3% | -3.3% | 3.5%
C=CCSc1nc(C)c2cc(C)cc(C)c2n1 | -16.5% | -3.0% | -2.0% | -21.2% | -15.7% | 0.4% | -20.2% | -17.1%
CCOC(=O)c1sc(N2C(=O)c3oc4cc(C)c(C)cc4c(=O)c3C2c2ccc(C)cc2)nc1C (stereo not drawn) | 1.4% | . | . | 5.7%[76.3 µM] | . | 4.3% | -5.8% | .
c1ccc(-n2ncc(-c3nn[nH]n3)n2)cc1 | -4.8% | -10.1% | -1.5% | 14.7% | -33.2% | -11.5% | 1.3% | -4.7%
CCN(CC)S(=O)(=O)c1ccc(N/N=C/c2ccc(O)cc2)nc1 | ? | -12.0% | 3.0% | ? | 1.7%[10 µM] | ? | ? | -10.9%
COc1cccc(C2=NS(=O)(=O)N(C)C(C(=O)Nc3ccccc3SC)=C2)c1 | -29.3% | . | . | -1.8%[76.3 µM] | . | 5.4% | -16.9% | .
COC(CC(=O)NNC(=S)Nc1ccc(Cl)cc1)OC | -9.0% | -6.3% | ? | ? | -50.9%[inhibitor] | -0.5% | -7.8% | 1.3%
COc1ccc(Br)cc1CNC(=O)c1nn(-c2ccc(C)cc2)c(=O)c2c1c1ccccc1n2C | 5.3% | . | . | 23.0%[76.3 µM] | . | -0.5% | 5.5% | .
COc1ccc(C2N=C(N)N=C(N)N2c2ccc(C)cc2)cc1 (stereo not drawn) | -5.7% | 10.0% | -7.8% | 2.3% | 11.7% | -0.1% | -8.9% | 7.5%
Cc1ccc(C(=O)OCC(=O)Nc2cc(F)ccc2F)cc1NC(=O)c1ccco1 | -11.5% | 5.3% | -0.1% | 7.6% | 3.2% | -6.9% | -11.3% | 0.3%
Fc1ccc(CN2C3=NCCN3c3ccccc32)cc1 | 1.9% | 7.4% | . | -1.4% | ? | 3.3% | 2.5% | -3.1%
O=C(Cn1cc(S(=O)(=O)Cc2ccc(F)cc2)c2ccccc21)NCc1ccccc1Cl | ? | . | . | -5.2%[76.3 µM] | . | -9.4% | -14.1% | .
COc1ccc(CCN2C(=O)CC(C(N)=O)SC2=Nc2ccc(F)cc2)cc1OC (stereo not drawn) | 11.7%[2.34 µM] | -1.1% | ? | 12.9% | ? | 2.9% | -0.7% | -2.0%
NS(=O)(=O)c1ccc(NC(=O)CN2CCCN(S(=O)(=O)c3ccc(F)cc3)CC2)cc1 | -1.7% | -15.4% | -2.2% | 4.6% | -19.1% | 1.4% | 3.1% | -1.4%
CCOC(=O)C1=C(C)Nc2nnnn2C1c1cccc(OC)c1OC (stereo not drawn) | -9.5% | -0.2% | -3.2% | 5.3% | -8.4% | -6.1% | -7.1% | 4.3%
Cc1c(C(=O)N/N=C/c2cccnc2)sc(=S)n1C | -11.2% | 2.1% | -3.9% | -3.7% | . | 4.1% | -7.1% | -20.8%
CCC1(C)OC(=O)N(CCCn2ccnc2C)C1(C)O (stereo not drawn) | -10.1% | 0.2% | 0.6% | 8.8% | 5.5% | -16.6% | -3.1% | -3.9%
Cc1ccc(-c2cc(C(F)F)nc(NCC3CCCO3)n2)cc1 (stereo not drawn) | -12.6% | 13.0% | -1.9% | 1.0% | 0.0%[10 µM] | 8.3% | -12.9% | 1.2%
Cc1ccc(C(=O)N/C(=C/c2cccs2)C(=O)NCc2ccco2)cc1 | 6.1% | 4.6% | -3.5% | -7.5% | -0.1%[10 µM] | -2.4% | 2.0% | -1.7%
Cc1nnc2ccc(Oc3ccc(-c4ccccc4)cc3)nn12 | -7.3% | -2.7% | 8.0% | -4.4% | -15.0%[0.074 µM] | 3.5% | -9.5% | -4.8%
COc1cc(C2c3c(oc4ccc(Cl)cc4c3=O)C(=O)N2Cc2ccco2)cc(OC)c1OC (stereo not drawn) | -9.7% | 6.1% | 3.4% | -9.8% | -12.8%[0.074 µM] | -3.2% | -10.9% | 2.8%
O=C(Nc1cccc(NC(=O)c2ccccc2F)c1)c1ccccc1 | -5.4% | . | . | -5.3% | . | -13.5% | 0.9% | .
CCOC(=O)COc1cc(O)c2c(=O)cc(-c3ccccc3)oc2c1 | -13.7% | 2.7% | 3.8% | -11.3% | -1.8%[10 µM] | -7.6% | -6.4% | 4.6%
C=CCSC1=C(C#N)C(c2ccccc2Cl)C(C(=O)c2cccs2)C(O)(C(F)(F)F)N1 (stereo not drawn) | -27.4% | 1.6% | -2.5% | -8.0% | 21.3%[10 µM] | -13.8% | ? | -3.4%
COc1ccc(C2OC(=O)CC2C(=O)N2CCN(c3cc(Cl)ccc3C)CC2)cc1OC (stereo not drawn) | -8.7% | -7.9% | -1.0% | -11.6% | -6.4% | 11.3% | ? | -2.8%
COc1ccc(CNC(=S)Nc2ccc(S(N)(=O)=O)cc2)cc1 | -1.8% | 8.1% | 6.7% | -8.9% | -16.5%[10 µM] | -2.7% | -5.7% | 5.6%
CC(=O)N1CCc2cc(S(=O)(=O)NCCC(=O)NC3CCN(Cc4ccccc4)CC3)ccc21 | 3.6% | -3.3% | -4.5% | 0.0% | 13.5% | 6.2% | -1.1% | -8.9%
CC(C)CCN1CCN(Cc2cccc3cccnc23)CC1CCO (stereo not drawn) | 2.3% | 9.5% | -12.0% | -9.6% | 9.5%[10 µM] | 3.8% | -7.3% | 12.6%
O=C(O)CCCNCc1ccccc1F | 1.2% | 1.8% | 2.5% | 6.9% | 20.0% | 3.6% | -2.5% | -0.5%
CCOc1ccc(C(C)=O)cc1N1C(=O)C2C(C1=O)C1C=CC2C12CC2 (stereo not drawn) | -3.0% | 1.8% | -2.2% | -8.9% | -18.3% | -9.5% | -6.1% | 2.6%
CCOC(=O)c1cc(-c2csc(Nc3ccccc3Cl)n2)on1 | ? | -2.6% | -1.5%[15.4 µM] | -8.9% | -10.2%[10 µM] | -11.9% | ? | 14.9%
COc1cc(/C=c2/sc3nc(-c4ccccc4)c(-c4ccccc4)n3c2=O)cc(OC)c1OC | -7.4% | -3.1% | -3.3% | 8.0% | -1.9%[10 µM] | 0.3% | -18.0% | -4.5%
CC(C)C(c1nnnn1C1CCCC1)N1CCc2ccccc21 (stereo not drawn) | -14.3% | -4.2% | 0.9% | -16.7% | -10.9% | 10.3% | -10.9% | -12.4%
CCSc1nc(N2CCOCC2)c2ccccc2n1 | -0.3% | -4.8% | -2.8% | -1.5% | -13.5% | -3.6% | -6.6% | -4.9%
CCOc1ccccc1N(C(=O)c1ccco1)C(C(=O)NC1CCCC1)c1cccnc1 (stereo not drawn) | -0.2% | 1.2% | -11.2% | 2.5% | 17.6% | -0.8% | -4.3% | -10.0%
CS(=O)(=O)N(CC(N)=O)Cc1ccc(Cl)cc1 | 4.8% | 1.3% | -6.3% | -0.6% | -51.5% | 1.6% | 4.7% | 0.5%
CC(C)(C)c1cc(CN(CCO)CCO)c(O)c(C(C)(C)C)c1 | -7.4% | -5.6% | . | -14.8% | -15.7%[10 µM] | 4.1% | -0.7% | -5.8%
COC(=O)C1=C(C(=O)OC)SC(=C2C(=S)C(C)(C)N(C(=O)CC(C)C)c3ccccc32)S1 | ? | 6.3% | -11.4% | -1.5% | 8.7% | ? | 1.12µM* | 0.6%
CN(C(=O)CC(NC(=O)c1ccccc1)(c1ccccc1)c1ccccc1)c1ccccc1 | -0.6% | 7.2% | -6.8% | -5.9% | 8.7% | 6.0% | -8.8% | 1.8%
COc1ccc(-c2noc(CCC(=O)NCCc3cccc(C)c3)n2)cc1 | -15.1% | 9.2% | -2.3% | 5.5% | -7.5% | 4.3% | ? | 3.7%
O=C(Cn1nc(C(F)F)cc1C(F)F)NNC(=S)Nc1ccc(Cl)cc1 | -11.8% | -2.2% | -8.4% | -27.0% | -7.6% | -13.4% | -0.1% | -4.5%
Cc1cc(OCC(O)CN2CCN(c3cccc(Cl)c3)CC2)ccc1Cl (stereo not drawn) | ? | . | . | -10.9%[76.3 µM] | . | -12.5% | ? | .
CCCN1C(=O)C(Cc2nc3ccccc3c(=O)n2CC)c2cc(Br)ccc21 (stereo not drawn) | -11.6% | . | . | 3.1%[76.3 µM] | . | 6.9% | ? | .
O=C(NCC1CCCO1)c1nn2c(c1Cl)NC(c1ccc(F)cc1)CC2C(F)(F)F (stereo not drawn) | -6.5% | -6.0% | -2.7% | -12.1% | -12.8% | 4.7% | -2.2% | -10.3%
O=c1cc(O)c2ccccc2n1Cc1ccccc1F | -5.8% | 6.3% | 2.4% | 3.5% | -22.3% | -12.8% | -4.8% | -0.2%

Source: PubChem
